# D2 antagonist = antagonizes the human D2 dopamine receptor | P14416 | HEK293 TREx D2 cells, calcium flux, dopamine EC80 | inhibition, % at 10 µM | 2% of 340,000 active; in the data active = inhibition above about 30%; note: 0% is about no effect
#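 Antagonism is scored as inhibition of an EC80 dopamine-evoked calcium signal in a force-coupled, tetracycline-inducible HEK293 T-REx D2 line, with compound present 180 s before agonist.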
# D1 antagonist = blocks dopamine activation of the human D1 receptor; 3.2% of 360,000 active; HEK293 TREx D1 cells, calcium flux, dopamine EC80; active compounds read low; P21728; AID 504652; activity change, negative = inhibition, % at 10 µM; in the data active = activity change below about -30%; note: % is set by controls: 0 for no effect and ±100 for the full control effect
#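 Compound effects on dopamine-evoked calcium signalling were measured in tetracycline-induced HEK293 Trex D1 cells. Dopamine at EC80 followed a 180 s compound pre-read, and fluorescence was tracked kinetically for 180 s more.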
# D2 potentiator = positive allosteric modulators of human D2 dopamine receptor | HEK293 T-REx D2, calcium flux, EC20 dopamine potentiation | 0.34% of 340,000 active | potentiation, % at 10 µM | P14416;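 active = potentiation over 3 SD above the plate norm, cut at about 30% in these data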; note: 0% is about no effect
#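 Potentiation of an EC20 dopamine calcium response measured kinetically over 180 s, after a preceding 180 s compound-only read flagging agonists. Cells: inducible Hek293 Trex D2 line, 4000/well, cultured overnight at 30 C before dye loading.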
# TRHR enhancer = allosteric enhancers of human TRH receptor. TRHR cells, fluo-8 calcium fluorescence, EC20 TRH enhancement. 0.66% of 360,000 active. enhancement, % at 2 µM. P34981; in the data active = enhancement above about 30%; note: 0% is about no effect
#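 Enhancer read-out: after compound pinning and an initial kinetic agonist-mode read, an EC20 of TRH (10 nM final) was injected and fluo-8 calcium signal (Ex 480/Em 530) followed at 1 s/cycle for 100 cycles in TRHR-expressing cells.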
# D2 agonist = agonists of human D2 dopamine receptor. 0.53% of 340,000 active. AID 485358. HEK293 T-REx D2 cells, calcium flux agonist mode. activation, % at 2 µM;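 active = activation over 3 SD above normal in the single-dose calcium agonist read, cut at about 30% in these data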; note: 0% is about no effect
#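 In this primary screen, compounds producing a positive calcium signal within 180 s of addition to tetracycline-induced, force-coupled HEK293 Trex D2 cells are flagged; cells are dye-loaded with a no-wash calcium kit beforehand.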
# D1 ag = activates the human D1 dopamine receptor. P21728. HEK293 T-REx D1 cells, calcium flux, agonist mode. activation, % at 2 µM. 1% of 360,000 active; in the data active = activation above about 30%; note: 0% is about no effect
#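 Tetracycline-induced HEK293 TREx D1 cells, force-coupled to calcium signalling, were dye-loaded with a no-wash calcium kit. Compound was pin-added after a 10 s baseline. Fluorescence was read kinetically at 1 cycle/s for 180 s, with calcium rises flagged as agonism.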
# RXFP1 agonist = agonists of human relaxin receptor RXFP1. AID 2676. HEK293T-RXFP1 cAMP TR-FRET, 30 min; response scale: percent of porcine relaxin response, buffer zero. 0.3% of 370,000 active. Potency, µM (top dose mostly 57.5 µM), for the others: top-dose activation, most hits filed as activators. Q9HBX9; active = well fitted activation curve with a large enough effect; inconclusive = small, poorly fitted or top-dose-only effect; note: potency is the fitted concentration of half-maximal effect; % is set by controls: 0 for no effect and ±100 for the full control effect; nearly all actives have a fitted effect of over 60% in size; many of its hits are not listed in these tables
# Target sequence (Q9HBX9 whole entry, looked up): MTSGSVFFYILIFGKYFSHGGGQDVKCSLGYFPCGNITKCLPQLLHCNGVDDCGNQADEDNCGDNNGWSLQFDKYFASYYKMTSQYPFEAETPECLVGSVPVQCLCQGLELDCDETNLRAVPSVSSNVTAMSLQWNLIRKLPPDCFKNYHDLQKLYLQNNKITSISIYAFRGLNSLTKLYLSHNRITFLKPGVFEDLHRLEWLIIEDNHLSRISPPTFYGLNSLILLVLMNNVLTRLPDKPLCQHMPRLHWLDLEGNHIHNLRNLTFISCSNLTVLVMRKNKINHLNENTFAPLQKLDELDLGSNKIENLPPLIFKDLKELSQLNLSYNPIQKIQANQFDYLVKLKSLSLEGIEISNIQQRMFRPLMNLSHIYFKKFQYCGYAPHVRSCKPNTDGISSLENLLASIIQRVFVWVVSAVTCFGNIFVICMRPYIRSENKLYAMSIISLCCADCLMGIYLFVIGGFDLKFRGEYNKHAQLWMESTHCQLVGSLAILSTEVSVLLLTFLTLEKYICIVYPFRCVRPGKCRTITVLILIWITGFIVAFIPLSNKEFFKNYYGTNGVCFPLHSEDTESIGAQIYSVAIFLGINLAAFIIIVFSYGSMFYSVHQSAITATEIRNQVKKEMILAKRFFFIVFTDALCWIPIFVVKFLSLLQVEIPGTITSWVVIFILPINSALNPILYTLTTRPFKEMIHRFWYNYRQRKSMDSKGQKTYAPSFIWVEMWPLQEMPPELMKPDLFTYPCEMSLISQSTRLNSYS
#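 Agonist response is measured as cAMP accumulation in an RXFP1-transfected HEK293T line under PDE4 inhibition. Values are scaled between buffer-only and 29 nM porcine relaxin, and EC50s come from standard Hill equation fits.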
# D1 potentiator = human D1 dopamine receptor positive modulation; P21728; HEK293 TREx D1 cells, calcium flux, dopamine EC20 potentiation; potentiation, % at 10 µM; 0.036% of 360,000 active; AID 504651; in the data active = potentiation above about 30%; note: 0% is about no effect
# RXFP1 antagonist = blocks the human relaxin receptor RXFP1 | HEK293-RXFP1, relaxin-stimulated cAMP HTRF, 30 min; active compounds read low | activity change, negative = inhibition, % at 57.5 µM | 0.59% of 350,000 active | AID 1259400;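 active = activity change of -60% or lower, but not beyond a set lower limit; inconclusive = change between -60% and -40%, or beyond the set limit; inactive = change above -40%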; note: % is set by controls: 0 for no effect and ±100 for the full control effect
# Starred values were filed as active, the others as inactive; ? = inconclusive; / = no result given; & = joins results of further samples. Only part of the results is shown; rates above refer to the full screens.
SMILES,D2 antagonist,D1 antagonist,D2 potentiator,TRHR enhancer,D2 agonist,D1 ag,RXFP1 agonist,D1 potentiator,RXFP1 antagonist
CCOc1cc(CN2CCCCCC2)ccc1OC,7,-17,-12,-1,0.0,2,-0.9%,-6,?
COc1cccc(C(=O)N2CCN(C3CCCCC3)CC2)c1,2,2,1,9,0.4,2,2.2%,18,-1
COC(=O)CSc1cc(SCC(=O)OC)c(C#N)c(SCC(=O)OC)c1,-9,-16,3,1,-0.7,2,1.2%,-1,1
COc1ccc(C(CNC(=O)CNC(=O)c2cccc(C)c2)N2CCOCC2)cc1 (configuration not stated),7,-18,1,2,0.5,5,1.4%,/,-10
CC(Oc1ccccc1)C(=O)Nc1ccc(C(N)=O)cc1 (configuration not stated),3,-27,8,24,0.7,13,-0.1%,4,10
Cc1nn(CC(=O)OCC(=O)c2ccc(OC(F)F)cc2)c(C)c1[N+](=O)[O-],2,-31*,6,-1,-0.7,-2,2.0%,4,-12
Cc1cc(NS(=O)(=O)c2ccc(NC(=O)CCCOc3ccc(Cl)cc3)cc2)no1,13,8,14,-8,-0.1,2,0.9%,0,-7
CSc1ncc(Cl)c(C(=O)N(Cc2ccc(N(C)C)cc2)Cc2ccco2)n1,/,-13,-1,-8,-1.2,1,7.9%,-2,/
Cc1ncc([N+](=O)[O-])n1Cc1ccc(Br)cc1,-3,-9,5,4,1.4,5,2.0%,-7,-10
CCC(C)c1ccccc1N1CC(C(=O)Nc2ccc(N3CCOCC3)cc2)CC1=O (configuration not stated),12,13,1,8,0.3,3,-2.3%,-7,4
COc1cccc(NC(=O)CSc2nc(C3CC3)nc3ccccc23)c1,8,11,7,10,-0.8,-1,7.1%,-2,-10
CC(C)NC(=O)c1ccc(S(=O)(=O)N(C)C)cc1,-2,/,-5,13,-0.1,0,0.0%,-4,-27
CCCOc1ccc(S(=O)(=O)Nc2ccccn2)c2ccccc12,3,-8,4,-9,0.7,4,14%,0,6
COc1ccc(NC(=O)c2cc(C3CC3)nc3c2cnn3C(C)C)cc1OC,-3,11,5,10,0.0,0,0.2%,-2,-13
Cc1nnsc1-c1onc(C)c1C(=O)Nc1cc(Cl)cc(Cl)c1,13,-34*,-1,-9,1.6,9,3.5%,-12,2
O=C(N=C1SC2CS(=O)(=O)CC2N1c1ccccc1)c1cccc([N+](=O)[O-])c1 (configuration not stated),-16,-8,-1,-2,0.5,2,1.1%,10,5
CCC1(C)CC(CC(=O)O)(c2ccccc2OC)CCO1 (configuration not stated),3,-7,0,2,0.6,2,-1.4%,-2,-1
Cc1cccc(C)c1NC(=O)CNC(=O)C(C)N(C)CC(=O)Nc1ccc(F)cc1 (configuration not stated),-1,28,-1,-7,-0.1,3,1.9%,0,-1
O=C(COC(=O)CSc1ccc(F)cc1)NCCCc1ccccc1,1,25,-12,3,-1.7,4,-0.5%,-2,4
CCn1c(=O)c2cc(C(=O)N(C)c3cc(Cl)c(OC)cc3OC)sc2c2ccccc21,/,4,-4,-9,0.4,1,-0.4%,-4,/
COc1ccc(-n2nc(C(=O)N3CCC(N4CCCCC4)CC3)c3c4ccccc4n(C)c3c2=O)cc1,-7,2,-1,-7,1.6,1,17%,-3,9
CCN1CCN(C(=O)c2ccc3c(Cl)c4c(nc3c2)CCCC4)CC1,-16,33,-7,-1,3.0,2,5.0%,2,22
COc1ccc(/C=N/NC(=O)c2cccnc2)cc1COc1ccc([N+](=O)[O-])cc1,-9,-12,-10,-6,-2.8,1,1.1%,-12,-85*
O=C(Oc1ccc([N+](=O)[O-])cc1)c1cccnc1,4,0,0,6,-0.8,6,0.7%,1,2
Cn1c(=O)[nH]c(=O)c2c1nc(CN1CCN(c3ccc(F)cc3)CC1)n2CCc1ccccc1,4,24,-25,3,-1.2,-1,2.2%,1,-1
COc1ccc(C(=O)NCCn2cc(SC(C)c3ccccc3)c3ccccc32)cc1OC (configuration not stated),/,-5,3,16,0.0,0,-1.2%,-2,/
O=C(Cn1nnc(-c2ccccc2)n1)NNC(=O)c1ccc(Br)cc1,-20,22,0,0,-0.5,-3,-0.8%,-1,2
OC(COCc1cccs1)CN1CCN(c2cccc(Cl)c2)CC1 (configuration not stated),43*,-6,-20,4,67*,5,1.1%,-5,-6
CC(C)(C)NS(=O)(=O)c1ccc(NC(=S)NC(=O)C2CC2)cc1,5,4,3,17,1.5,12,-1.5%,2,-7
Cc1cccc(C)c1NC(=O)C(NS(=O)(=O)c1cccs1)c1ccccc1 (configuration not stated),0,9&-10,-1&5,3&-3,-1.2&-0.1,-3&0,?,1&-2,-3
N#Cc1ccc(COC(=O)CC(NC(N)=O)c2ccc(Cl)cc2)cc1 (configuration not stated),-6,4,8,-5,0.0,2,-0.1%,-6,-6
Cc1ccccc1Cn1ccc(NC(=O)c2cnn3cccnc23)n1,25,14,0,-1,-0.8,-1,0.2%,1,-14
CCCc1cc(=O)[nH]c(SCC(=O)N2CC3(C)CC2CC(C)(C)C3)n1 (configuration not stated),-4,-47*,4,-3,-0.2,2,2.0%,/,0
C[n+]1ccccc1/C=C/c1cc(Br)ccc1O,3,0,-1,-1,0.4,0,-1.0%,-8,-3
CCOc1c2ccc(C(=O)NCCc3cccs3)cc2nn1CC,-30,-14,9,2,0.1,4,-0.3%,-3,/
CC(=O)c1cccc(NC(=S)NC2CCCCCCC2)c1,-2,-17,13,5,2.0,6,-0.4%,5,9
COc1ccc([S+](=O)([O-])N2CCN([S+](=O)([O-])c3ccc4c(c3)OCCO4)CC2)c(OC)c1,/,-17,/,5,/,7,/,5,/
COC(=O)C1=NNC2C(=O)N(C3CCCCC3)C(=O)C12 (configuration not stated),-2,3,0,6,-0.4,1,-1.8%,2,-9
CCn1c(=O)c2c3c(sc2n2cnnc12)CCC3,-5,5,-7,1,-0.6,1,3.7%,-11,5
CC(=O)c1ccc(N2CCN(C(=O)CCCn3c(=O)[nH]c4ccccc4c3=O)CC2)cc1,9,-11,-4,-3,0.2,0,4.5%,-5,-15

# Part of the list above in order of number of heavy atoms, descending.
SMILES,D2 antagonist,D1 antagonist,D2 potentiator,TRHR enhancer,D2 agonist,D1 ag,RXFP1 agonist,D1 potentiator,RXFP1 antagonist
Cn1c(=O)[nH]c(=O)c2c1nc(CN1CCN(c3ccc(F)cc3)CC1)n2CCc1ccccc1,4,24,-25,3,-1.2,-1,2.2%,1,-1
CC(=O)c1ccc(N2CCN(C(=O)CCCn3c(=O)[nH]c4ccccc4c3=O)CC2)cc1,9,-11,-4,-3,0.2,0,4.5%,-5,-15
COc1ccc(/C=N/NC(=O)c2cccnc2)cc1COc1ccc([N+](=O)[O-])cc1,-9,-12,-10,-6,-2.8,1,1.1%,-12,-85*
CCN1CCN(C(=O)c2ccc3c(Cl)c4c(nc3c2)CCCC4)CC1,-16,33,-7,-1,3.0,2,5.0%,2,22
C[n+]1ccccc1/C=C/c1cc(Br)ccc1O,3,0,-1,-1,0.4,0,-1.0%,-8,-3

# Following part
SMILES,D2 antagonist,D1 antagonist,D2 potentiator,TRHR enhancer,D2 agonist,D1 ag,RXFP1 agonist,D1 potentiator,RXFP1 antagonist
O=C(NNc1ccc(Cl)cc1)c1sccc1Cl,-6,4,-2,1,0.5,3,0.3%,-5,1
CC1(C)CC(c2nc(-c3ccc(Br)cc3)cs2)CCS1 (configuration not stated),-7,1,-2,1,-0.1,6,0.5%,-3,-1
CCN(CC)c1ccc(C(=O)NNC(=O)c2cccn2C)cc1,-16,3,5,-10,-2.0,5,-0.1%,3,9
Cc1cc(NS(=O)(=O)c2ccc(NC(=O)CCc3ccccc3)cc2)no1,-8,-5,-8,11,-2.0,6,-0.7%,-3,-10
Cc1nc2ccccc2n1S(=O)(=O)c1ccc(Br)cc1,-5,-44*,14,-2,-0.5,4,1.2%,-11,-2
CC(=O)c1c(C)[nH]c(C(=O)CN2C(=O)NC(C)(c3ccc4c(c3)OCCO4)C2=O)c1C (configuration not stated),-11,6,-3,15,2.8,9,1.2%,11,-14
COc1ccc(CCNC(=O)COC(=O)COc2c(C)cc(C)cc2C)cc1OC,-14,3,-15,4,-0.2,5,1.0%,-1,-5
CCC(=O)Nc1nc(C)cc(SCC(=O)OC)n1,-31,0,-6,-2,1.5,2,1.1%,-3,-2
CCc1cccc(NC(=O)c2ccc(NC(=O)N3CCSc4ncccc43)cc2)c1,/,3,/,0,-0.2,-1,0.6%,-3,-14
O=c1[nH]cccc1-c1nc2ccccc2n1Cc1ccc(Cl)cc1,13,4,2,0,0.6,2,8.4%,-6,7
COc1ccc(/C=C2\SC(=S)N(CCCC(=O)Nc3ccccc3C(=O)O)C2=O)cc1OC,-2,-18,4,-5,0.5,0,1.0%,-2,-18
Cn1c(Oc2ccccc2NCc2cc(Br)ccc2O)cc(=O)n(C)c1=O,-2,-6,20,-2,-0.1,-3,-0.3%,-4,-17
CC(C)N1C(=O)C(=O)N(CC(=O)N2c3ccccc3NC(=O)CC2C)C1=O (configuration not stated),5,5,18,5,0.9,2,0.5%,9,6
CC1CCN(S(=O)(=O)c2ccc3c(c2)c(=O)c(C(=O)N2CCN(c4cccc(Cl)c4)CC2)cn3C)CC1,/,-11,-1,3,-0.2,2,17%,4,-3
CSCC[C@H](NC(=O)OC(C)(C)C)c1nnc(SCc2ccc(F)cc2)o1,13,-2,3,-2,-2.2,7,-0.2%,0,2
CCC(C)n1nccc1NC(=O)C(C)Cl (configuration not stated),-10,-19,-4,13,6.7,12,0.6%,-2,-5
Fc1ccccc1OCCCCSc1ncccn1,-6,3,5,-9,1.2,4,0.3%,-8,3
COc1ccc(C(=O)Nc2ccc3ccccc3n2)cc1OC,12,-7,-1,1,0.1,0,0.2%,-4,4
O=c1c(-c2ccco2)[n+]([O-])c2ccccc2n1OCc1ccccn1,-8,12,-8,-2,1.0,6,1.0%,6,3
O=C(NCc1ccco1)C(=O)NCC1OCCN1S(=O)(=O)c1cc(F)ccc1F (configuration not stated),0,-5,-7,5,-1.4,3,0.4%,10,-5
Cc1nn(-c2ccc(NC(=O)c3ccncc3)cc2)c(C)c1Cl,0,-27,7,4,-0.2,16,2.6%,-3,-11
COc1cc2nc(C3CC3)n(NC(=O)c3ccc(Cl)cc3)c(=O)c2cc1OC,6,5,6,-4,0.8,0,1.2%,-1,-9
Cc1nn(CC(=O)N(C)C2CCC(C)CC2)c(C)c1S(=O)(=O)N(C)C (configuration not stated),0,11,-4,-1,-0.2,4,1.5%,-5,2

# Entries listed so far that have a tert-butyl group:
SMILES,D2 antagonist,D1 antagonist,D2 potentiator,TRHR enhancer,D2 agonist,D1 ag,RXFP1 agonist,D1 potentiator,RXFP1 antagonist
CC(C)(C)NS(=O)(=O)c1ccc(NC(=S)NC(=O)C2CC2)cc1,5,4,3,17,1.5,12,-1.5%,2,-7
CSCC[C@H](NC(=O)OC(C)(C)C)c1nnc(SCc2ccc(F)cc2)o1,13,-2,3,-2,-2.2,7,-0.2%,0,2

# High-throughput results as filed in PubChem BioAssay.
